High-throughput results (PubChem BioAssay)
HP1b binding inh – blocks HP1-beta chromodomain binding to methylated histone tails | P83916 | AlphaScreen HP1-beta / biotin-H3K9me3 peptide binding | Potency, µM (doses to about 114 µM), without a hit: at the top dose activity change, negative = inhibition, most hits filed as inhibitors | actives 0.56% (n = 390,000) | AID 540317; also: nearly all actives have a fitted effect of over 70% in size; inactives centre near 23
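HP1-beta protein (50 nM final) preincubated 30 min at room temperature with biotinylated H3(1-18)K9me3 peptide (50 nM) in PBS pH 7.4, 0.01% Tween-20, then compound added for 30 min. AlphaScreen streptavidin donor/nickel chelate acceptor beads (10 ug/mL final), 30 min dark, luminescence read.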
JMJD2A Tudor – JMJD2A Tudor domain (human) inhibition; O75164; AlphaScreen JMJD2A-Tudor / H3K4me3 peptide binding; Potency, µM (doses to about 114 µM), without a hit: at the highest dose activity change, negative = inhibition, actives largely listed as inhibitors; actives 4.4% (n = 390,000); AID 504339; also: % is scaled to controls: 0 for no effect and ±100 for the full control effect; nearly all actives have a fitted effect of over 50% in size
Target sequence (O75164 whole entry, looked up, the tested form may be a part): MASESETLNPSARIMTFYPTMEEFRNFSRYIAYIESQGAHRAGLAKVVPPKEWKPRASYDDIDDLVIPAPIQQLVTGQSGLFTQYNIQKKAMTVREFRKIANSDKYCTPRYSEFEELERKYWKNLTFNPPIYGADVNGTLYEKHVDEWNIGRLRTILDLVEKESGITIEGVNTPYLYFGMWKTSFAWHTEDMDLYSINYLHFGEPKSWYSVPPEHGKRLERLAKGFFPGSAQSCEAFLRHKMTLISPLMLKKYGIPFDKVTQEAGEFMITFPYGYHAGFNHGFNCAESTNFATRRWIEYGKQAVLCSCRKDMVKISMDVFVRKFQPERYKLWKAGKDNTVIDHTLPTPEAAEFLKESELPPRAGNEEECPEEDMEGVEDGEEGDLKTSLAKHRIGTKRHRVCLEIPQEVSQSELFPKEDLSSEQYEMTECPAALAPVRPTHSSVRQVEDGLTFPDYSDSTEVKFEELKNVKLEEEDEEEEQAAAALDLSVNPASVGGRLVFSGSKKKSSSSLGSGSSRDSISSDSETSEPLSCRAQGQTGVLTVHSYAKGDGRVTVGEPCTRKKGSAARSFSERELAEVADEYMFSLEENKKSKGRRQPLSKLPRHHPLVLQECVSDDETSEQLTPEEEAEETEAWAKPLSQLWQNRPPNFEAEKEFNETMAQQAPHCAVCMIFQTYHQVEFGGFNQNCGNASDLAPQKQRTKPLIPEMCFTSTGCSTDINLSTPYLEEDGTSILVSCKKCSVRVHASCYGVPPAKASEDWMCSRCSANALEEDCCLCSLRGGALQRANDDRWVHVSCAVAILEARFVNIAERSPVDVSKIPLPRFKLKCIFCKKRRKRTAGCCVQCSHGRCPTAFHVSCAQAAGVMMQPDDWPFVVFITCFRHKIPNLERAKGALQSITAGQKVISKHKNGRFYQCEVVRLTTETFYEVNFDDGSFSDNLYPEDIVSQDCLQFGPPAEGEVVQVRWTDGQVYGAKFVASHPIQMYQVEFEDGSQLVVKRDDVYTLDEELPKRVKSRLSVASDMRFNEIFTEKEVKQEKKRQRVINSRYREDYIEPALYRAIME
G9a block – blocks human histone lysine methyltransferase G9a; G9a H3K9 monomethylation, AlphaScreen, 2 h; Potency, µM (top dose mostly 102 µM), inactives show at the top dose activity, negative = inhibition, most hits filed as inhibitors; actives 8.8% (n = 350,000); AID 504332; also: % is scaled to controls: 0 for no effect and ±100 for the full control effect; nearly all actives have a fitted effect of over 75% in size
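Step 1: enzyme (final 20 nM) with compound, 15 min RT. Step 2: substrate peptide 500 nM and SAM 20 uM, 2 h RT. Step 3: anti-H3K9me1 antibody and AlphaScreen beads, 10 min, then plate read.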
BAZ2B block – blocks human BAZ2B; AID 504333; actives 4.4% (n = 360,000); AlphaScreen BAZ2B-H3K14Ac peptide displacement; Q9UIF8; Potency, µM (highest dose often 114 µM), without a hit: at the top dose activity change, negative = inhibition, usual class: inhibitors; also: % is scaled to controls: 0 for no effect and ±100 for the full control effect; nearly all actives have a fitted effect of over 60% in size
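AlphaScreen displacement of biotin-H3(5-23)K14Ac peptide (50 nM final) from BAZ2B (50 nM final) in PBS pH 7.4, 0.01% Tween-20; complex preformed 30 min RT, then compounds (top 110 uM) 30 min RT, beads 20 min dark.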
BLM inh – inhibitors of human Bloom syndrome helicase BLM; recombinant BLM DNA unwinding, fluorescence dequenching; Potency, µM (titrated, usually from 56.1 µM), without a hit: top-dose activity change, negative = inhibition, hits mostly inhibitors; actives 0.2% (n = 350,000);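 also: plate controls were vehicle for no effect and no enzyme for full effect; nearly all actives have a fitted effect of over 35% in size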
Pin1 inh – inhibitors of human Pin1; Q13526; Pin1 FP peptide displacement, HiFluor488, 10 min; Potency, µM (highest dose often 115 µM), without a hit: top-dose activity, negative = inhibition, actives largely listed as inhibitors; actives 0.009% (n = 390,000); active = well fitted inhibition curve with a large enough effect in the polarisation, with a control signal flat, not every such curve was filed as active; inconclusive = small, poorly fitted or top-dose-only effect, or effect the other way, or a change in a side signal; inactive = no such curve, though single readings can be large or run the other way; the % refers to the polarisation; also: % is scaled to controls: 0 for no effect and ±100 for the full control effect
GLS inh – glutaminase GLS (human) inhibition; GLS enzymatic activity, qHTS titration; Potency, µM (titrated, usually from 45.5 µM), inactives show top-dose activity change, negative = inhibition, most hits filed as inhibitors; actives 0.21% (n = 410,000); also: % is scaled to controls: 0 for no effect and ±100 for the full control effect
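Two-point fluorescence kinetic (t0, 30 min RT) for hKGA; glutamate detected via glutamate oxidase–HRP–Amplex Red. Substrate: 1 mM L-glutamine solution; buffer 45 mM KH2PO4, pH 8.2.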
Pol iota inh – DNA polymerase iota (human) inhibition; Q9UNA4; Pol iota fluorescent replication assay, 10 min; Potency, µM (highest dose often 115 µM), for the others: top-dose activity, negative = inhibition, usual class: inhibitors; actives 1% (n = 390,000); AID 588590
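Fluorescent replication assay read twice, at 0 min and 10 min after adding 50 nM (final) substrate. Enzyme (10 nM) and compounds were first incubated 15 min at room temperature; enzyme-free buffer wells were negative controls.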
Tb PGK inh – blocks T. brucei phosphoglycerate kinase. P07378. PGK/GAPDH coupled, Kinase-Glo luminescence, 60 min. Potency, µM (series often up to 57.5 µM), without a hit: at the top dose activity change, negative = inhibition, most hits filed as inhibitors. actives 0.043% (n = 380,000); also: % is scaled to controls: 0 for no effect and ±100 for the full control effect; nearly all actives have a fitted effect of over 60% in size
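Recombinant glycosomal PGK reaction used 1,3-bisphosphoglycerate generated in-well by GAPDH (100nM final) in 100mM TEA pH 7.6, 5mM MgCl2, 0.01% Tween-20. After 60 minutes at room temperature, ATP was read by Kinase-Glo Plus luminescence end-point.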
Starred values were filed as active, the others as inactive; i = inactive; ? = inconclusive; . = not tested or not shown; [ ] = another dose, or the depositor's remark. Unless noted, calls follow the shape of the dose curve; as a rule, active = well fitted curve in the direction sought with a large enough effect; inconclusive = small, poorly fitted or top-dose-only effect, or another doubt; inactive = no such curve, though single readings can be large; an effect the other way counts as inactive or inconclusive. Potency is read from the fitted curve at half-maximal effect. Only part of the results is shown; count on the stated rates, not on these rows.

no. | SMILES | HP1b binding inh | JMJD2A Tudor | G9a block | BAZ2B block | BLM inh | Pin1 inh | GLS inh | Pol iota inh | Tb PGK inh
1 | c1ccc(N=C(c2cccs2)N2CCOCC2)cc1 | 20% | -3% | -12%[59 µM] | -2% | 3% | 4% | 5% | 3% | 6%
2 | CC(C)Oc1ccc(C2CC(=O)N(c3ccccc3)C2=O)cc1 (centres undefined) | 28% | 3% | 18%[12.7 µM] | 10% | -7% | 1% | -5% | 12% | -1%
3 | O=C(O)CN1C(=O)/C(=C\c2cc(Br)ccc2OCc2ccc(F)cc2)SC1=S | ? | ? | 45µM* | 56µM* | -8% | . | 10% | 40µM* | -12%
4 | Cn1cccc1/C=C1\SC(=O)N(c2ccccc2)C1=O | 9% | -21% | -11% | -3% | 2% | ? | -2% | 4% | i
5 | Cc1nc2ccc(NC(=O)c3ccc(Cl)c(S(=O)(=O)N(C)c4ccccc4)c3)cc2s1 | 0% | -23% | 0%[59 µM] | -2% | -10% | ? | 5% | 92%[activator] | 6%
6 | COc1ccc(C(=O)c2c(C)c3cc(C)ccc3n2CC(O)CN2CCOCC2)cc1 (centres undefined) | 12% | -33% | ? | ? | -8% | ? | 7% | ? | -2%
7 | CC(=O)c1c(C)n([O-])c2cc(F)c(F)cc2[n+]1=O | 52%[activator] | -8% | 2% | -3% | -3% | ? | -5% | 14% | i
8 | O=C(NCC1OCCc2ccccc21)c1cc(COc2ccc(F)cc2Cl)on1 (centres undefined) | 11% | -12% | 1% | -8% | -4% | 1% | -6% | 1% | -3%
9 | C/C(Cc1ccccc1)=N\NC(=O)CNC(=O)c1cccc(Br)c1 | 5% | -7% | -2%[59 µM] | 0% | -1% | 4% | 14% | 70%[activator] | -3%
10 | Cc1nc(N)nc(N)c1-c1ccc([N+](=O)[O-])cc1 | 16% | -10% | . | . | . | 4% | -10% | 20% | -1%
11 | COc1ccc2c(c1)OCC(O)(c1ccccc1)C2=O (centres undefined) | 10%[57 µM] | 7% | . | . | . | 0% | 2% | 55%[activator] | -1%
12 | CN(Cc1cnn(C)c1)C(=O)CC1C(=O)NCCN1Cc1cccc(Oc2ccccc2)c1 (centres undefined) | 8% | -22% | 25µM* | -21% | -3% | -5% | -12% | 43%[activator] | -3%
13 | Cc1cccc(NC(=O)C(=O)N/N=C/c2ccncc2)c1 | 33% | -10% | ? | -10% | -2% | -9% | 4% | 24% | -2%
14 | CCOc1ccc(OCc2ccc(C(=O)NC(C)(C)C)o2)cc1 | 21% | -19% | 8% | -2% | -7% | -2% | -2% | 80%[activator] | -6%
15 | Cc1cc(C)c2nc(NCCCNC(=S)NCCCN(C)C)c(C#N)cc2c1 | 59%[activator] | -5% | 16%[59 µM] | -20% | 58%[activator] | 2% | 9% | -5% | -3%
16 | O=C(CN1C(=O)CC(c2ccccc2)S(=O)(=O)c2ccccc21)N1CCCCC1 (centres undefined) | 36% | -6% | -39% | . | -2% | -3% | -3% | 38%[activator] | -2%
17 | CCC(C)C1Nc2ccc(C(=O)NCCc3ccc(OC)c(OC)c3)cc2NC1=O (centres undefined) | 1% | -29% | 20% | -28% | -2% | -10% | ? | 120%[activator] | -2%
18 | Cc1c(C(=O)N2CCN(c3ccccn3)CC2)oc2c1C(=O)CC(C)(C)C2 | 38%[activator] | 10% | -9% | -17% | 0% | -6% | 6% | 15% | -2%
19 | C/C(Cn1cnc([N+](=O)[O-])n1)=N\NC(=O)c1ccc(O)cc1O | 41%[activator] | -6% | . | -10% | 2% | 0% | 37%[activator] | -26% | -5%
20 | CC1C(=O)Nc2ccccc2N1C(=O)c1cccc(C(F)(F)F)c1 (centres undefined) | 34% | -12% | 17% | 2% | -3% | 2% | -3% | -16% | i
21 | CCOC(=O)c1c(N)n(C2CC(C)(C)NC(C)(C)C2)c2nc3ccccc3nc12 | 32% | -1% | 8% | 10% | 30%[activator] | 1% | -1% | ? | .
22 | CCCCn1c(N)c(N(CC(C)C)C(=O)c2ccc(S(=O)(=O)N(CC)c3ccccc3)cc2)c(=O)[nH]c1=O | 25% | -12% | -32% | 5% | . | 4% | -4% | 33%[activator] | -3%
23 | CCOC(=O)C(C)NC(=O)c1c2c(nc3ccccc13)C(=O)N(C1CCCCC1)C2 (centres undefined) | 39% | -16% | 2%[59 µM] | -12% | -2% | -1% | -4% | 26% | i
24 | O=C1OCCC1Sc1nnc(-c2ccco2)n1-c1ccccc1 (centres undefined) | 42%[activator] | -10% | 10%[59 µM] | -13% | -3% | ? | 1% | 118%[activator] | -3%
25 | NS(=O)(=O)c1cccnc1Nc1cccc(Cl)c1Cl | 37% | -9% | 11%[59 µM] | -3% | 1% | -3% | -12% | 7% | i

Random excerpt: three compounds from above
no. | SMILES | HP1b binding inh | JMJD2A Tudor | G9a block | BAZ2B block | BLM inh | Pin1 inh | GLS inh | Pol iota inh | Tb PGK inh
1 | c1ccc(N=C(c2cccs2)N2CCOCC2)cc1 | 20% | -3% | -12%[59 µM] | -2% | 3% | 4% | 5% | 3% | 6%
17 | CCC(C)C1Nc2ccc(C(=O)NCCc3ccc(OC)c(OC)c3)cc2NC1=O (centres undefined) | 1% | -29% | 20% | -28% | -2% | -10% | ? | 120%[activator] | -2%
10 | Cc1nc(N)nc(N)c1-c1ccc([N+](=O)[O-])cc1 | 16% | -10% | . | . | . | 4% | -10% | 20% | -1%

(next part)
no. | SMILES | HP1b binding inh | JMJD2A Tudor | G9a block | BAZ2B block | BLM inh | Pin1 inh | GLS inh | Pol iota inh | Tb PGK inh
26 | O=C1C2CCCN2C(c2cccc(Br)c2)N1c1ccc(F)cc1 (centres undefined) | 39% | -6% | 71µM* | 9% | -3% | 5% | 0% | -10% | -5%
27 | CCOC(=O)N1CCN(CC(O)c2ccc3cc[nH]c3c2)CC1 (centres undefined) | 28% | -10% | -7% | 6% | -1% | -4% | 10% | 36%[activator] | -2%
28 | O=C(CSc1nc2cc(Cl)ccc2o1)c1cccs1 | 34% | 104%[activator] | -6%[59 µM] | 70%[activator] | -8% | 6% | 20% | -4% | i
29 | Cc1ccc(C)c(CSc2cn(CC(=O)N3CCCCCC3)c3ccccc23)c1 | 1% | -10% | -25%[59 µM] | -25% | -11% | 4% | -9% | 4% | i
30 | CC(=O)c1cccc(NC(=O)c2ccc3ccccc3c2)c1 | 36% | -5% | 16%[0.501 µM] | 6% | -4% | 6% | -2% | 29% | -1%
31 | Cc1ccc(S(=O)(=O)N2CCCCC2)cc1C(=O)NCc1ccccn1 | 9% | -16% | 14% | 8% | 2% | -1% | 0% | 52%[activator] | -4%
32 | O=P(O)(OCc1ccccc1)OCc1ccccc1 | 45%[activator] | -6% | 12%[0.501 µM] | 4% | . | ? | -1% | 11% | -4%
33 | COc1ccccc1NC1=CC(=O)CC(c2ccccc2)C1 (centres undefined) | 29% | -7% | ? | 2% | -12% | -2% | 6% | 33%[activator] | 6%
34 | COc1ccccc1-n1c(SCc2cc(=O)oc3cc(O)ccc23)nc2ccccc2c1=O | -4% | ? | -21%[59 µM] | -33% | -25% | ? | 27% | ? | -8%
35 | COCCNCC(=O)NCC12CC3CC(CC(C3)C1)C2 | 22% | -7% | 7% | ? | 0% | -4% | 7% | 5% | 5%
36 | CCC(C)(C)NC(=O)C(c1ccccc1Cl)N(C(=O)CCC(=O)Nc1cc(C)on1)c1ccc(NC(C)=O)cc1 (centres undefined) | 6% | -8% | -43% | -13% | -1% | 6% | 2% | -14% | -4%
37 | COc1ccc(C2=NOC(Cn3nc(-c4ccccc4)cc3C(=O)NCc3ccco3)C2)cc1 (centres undefined) | -3% | -26% | . | . | . | 2% | 0% | -22% | -1%
38 | COc1ccc(-c2nc3n(n2)C(=O)CC(c2ccco2)S3)cc1 (centres undefined) | -2% | 32µM* | 2.2µM* | ? | -8% | 11% | -1% | ? | -5%
39 | COc1ccc(C(=O)N(c2ccccn2)C2CCCCC2)c(OC)c1 | 36% | 1% | 29% | -3% | -1% | 0% | 3% | 158%[activator] | 4%
40 | Clc1ccc(CSc2nnc(-c3sccc3-n3cccc3)o2)cc1 | 22% | 7% | -18% | -26% | -6% | 0% | 0% | 6% | -18%
41 | Cc1cc(OC(C)C(=O)NCCCN2CCOCC2)c2c(C)cc(=O)oc2c1 (centres undefined) | 79µM* | -6% | 17%[0.0925 µM] | 0% | 1% | -4% | 7% | -27% | -2%
42 | CO[C@H]1/C=C/O[C@@]2(C)Oc3c(C)c(O)c4c(O)c(c5c(c4c3C2=O)NC2(CCN(CC(C)C)CC2)N=5)=NC(=O)/C(C)=C\C=C\[C@H](C)[C@H](O)[C@@H](C)[C@@H](O)[C@@H](C)[C@H](OC(C)=O)[C@@H]1C | -19% | ? | ? | . | -5% | -6% | ? | 9% | -6%
43 | CC(=O)OCC1(C)CN(c2ccccc2)N(C(C)=O)C1=O (centres undefined) | 28% | -11% | 25µM* | -15% | -7% | 1% | 13% | -19% | 3%
44 | O=C(O)CC(C(=O)O)N1C(=O)/C(=C/c2ccc(-c3nc4ccccc4s3)o2)SC1=S (centres undefined) | 28µM* | 50µM* | 5µM* | 50µM* | 36%[activator] | ? | 11µM* | 1µM* | 25µM*
45 | CCOc1ccc(NC(=O)c2ccccc2-c2ccccc2C(=O)O)cc1 | 26% | -1% | . | . | . | 9% | 2% | 15%[58.9 µM] | -11%
46 | CC(NC(=O)CCN1C(=O)c2ccccc2C1=O)c1ccccc1 (centres undefined) | 38%[activator] | 16% | . | 0% | -3% | -1% | -1% | -18% | -4%
47 | CC(NC(=O)CN1C(=O)NC2(CCCCCCC2)C1=O)c1ccccc1 (centres undefined) | 10% | -17% | . | . | . | 1% | 4% | 11% | i
48 | CCC(=O)c1ccc(OC(=O)c2ccc(Br)o2)cc1 | 32% | -14% | . | . | . | -7% | 7% | 19% | 0%
49 | Cc1ccc(NC(=O)COC(=O)CCC(=O)c2cccs2)cc1C | 38% | -5% | -14% | -17% | -1% | 0% | 2% | 92%[activator] | -7%
50 | c1ccc(-c2cn(-c3ccccc3)c3[n+]2CCS3)cc1 | 27% | -16% | -35% | 0% | -2% | -11% | -1% | 40%[activator] | i
51 | Cc1ccc(C(=O)CCC(=O)Nc2cccnc2)cc1C | 51%[activator] | -18% | 4%[59 µM] | -5% | 1% | 1% | -12% | -3% | i
